# Screening data as filed in PubChem.
# ERa SRC1 pot – enhancers of ERα–SRC-1 coactivator binding, primary screen, biochemical, TR-FRET, ERα LBD, low estradiol. Estrogen receptor (Homo sapiens), P03372. AID 639, 2007. TR-FRET ERalpha-LBD/SRC-Cy5 coactivator binding, 2 h; 100 = basal binding, no effect. coactivator binding (% of control), % at 25.6 µM. 86,000 tested, 1.3% active; in the data active = activity above about 200%;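 note: binding measured in presence of low estradiol as agonist stimulus; 0% = peptide alone without receptor and 100% = receptor with peptide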
# FAK blocker – FAK kinase inhibitors, primary screen, biochemical. Focal adhesion kinase 1 (Homo sapiens), Q05397. biochemical FAK kinase activity assay. inhibition, %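 (tested at 7 µM)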. 97,000 tested, 0.84% active; in the data active = inhibition above about 19%;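 note: 0% = DMSO and 100% = reference compound high control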
# Mac1 fbg enh – enhancers of CD11b/CD18 adhesion to fibrinogen, primary screen, K562 cells, luminescence; Integrin beta-2 (Homo sapiens) + Integrin alpha-M (Homo sapiens), P05107+P11215; ATPlite luminescence; activation, % at 10 µM; 93,000 tested, 0.07% active;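 active = 10 µM primary screen giving 50% or more activity, confirmed by 40% or more on retest at that dose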; note: strong numbers were not always called active; reference of the scale not given here
# ERa coact inh – ERα–SRC-1 coactivator interaction inhibitors, primary screen, biochemical, TR-FRET, ERα LBD, estradiol-bound. TR-FRET ER-alpha LBD / SRC-1 peptide. inhibition, % at 25.6 µM. 86,000 tested, 1.7% active. AID 629, 2007; in the data active = inhibition above about 50%;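 note: 0% = receptor plus peptide control and 100% = peptide only without receptor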
# ERb coact inh – inhibitors of ERβ-SRC1 coactivator interaction, primary screen, biochemical, TR-FRET, ERβ LBD, SRC-1 peptide | inhibition, % at 25.6 µM | Estrogen receptor beta (Homo sapiens), Q92731 | 86,000 tested, 1.3% active | TR-FRET ER-beta LBD / SRC1-Cy5 peptide binding; receptor agonist-loaded with 1 µM estradiol;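 active = compounds whose percent inhibition of the receptor-coactivator binding signal exceeds about 50% in the single-dose screen, limit read from the data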;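 note: 0% = receptor plus peptide wells without compound and 100% = peptide-only wells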
# Target sequence (Q92731 whole entry, looked up, the tested form may be a part): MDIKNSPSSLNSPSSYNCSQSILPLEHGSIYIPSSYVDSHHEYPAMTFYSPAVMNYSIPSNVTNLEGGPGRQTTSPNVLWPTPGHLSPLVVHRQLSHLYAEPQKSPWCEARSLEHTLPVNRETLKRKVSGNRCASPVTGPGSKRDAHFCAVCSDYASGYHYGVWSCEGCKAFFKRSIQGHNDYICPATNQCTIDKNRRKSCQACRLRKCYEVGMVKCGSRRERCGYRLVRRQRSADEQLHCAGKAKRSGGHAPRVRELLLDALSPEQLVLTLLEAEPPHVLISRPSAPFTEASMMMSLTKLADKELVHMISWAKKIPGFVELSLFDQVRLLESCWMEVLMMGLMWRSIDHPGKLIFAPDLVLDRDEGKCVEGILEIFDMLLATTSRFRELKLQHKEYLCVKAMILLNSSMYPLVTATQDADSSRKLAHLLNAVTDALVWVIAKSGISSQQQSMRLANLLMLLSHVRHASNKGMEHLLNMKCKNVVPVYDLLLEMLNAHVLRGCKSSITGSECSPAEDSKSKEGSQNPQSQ
# Mac1 fbg inh – inhibitors of CD11b/CD18 adhesion to fibrinogen, primary screen, K562 cells, luminescence. ATPlite luminescence; Mn2+ added to activate the integrin. inhibition, % at 10 µM. 93,000 tested, 0.54% active. AID 1497, 2009;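 active = primary inhibition of 50% or more at 10 µM, then 40% or more on retest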; note: some results filed as inactive read as strong as hits
# PLK1 PBD inh – Plk1 polo box domain binding inhibitors, primary screen, biochemical, fluorescence polarization | Serine/threonine-protein kinase PLK1 (Homo sapiens), P53350 | inhibition, %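 (tested at about 20 µM)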 | AID 693, 2007 | 97,000 tested, 0.13% active | Plk1 PBD phosphopeptide binding; in the data active = inhibition above about 34%, passing the limit was not always enough
# HIV Rev-RRE inh – HIV-1 Rev-RRE binding inhibitors, primary screen, biochemical, FRET, protein-RNA interaction. P05866. Rev peptide-RRE RNA binding. inhibition, % at 8 µM. 97,000 tested, 0.79% active. AID 704, 2007;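 active = inhibition above the screen-wide mean plus 3 SD, cut at about 35% in these data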;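 note: 0% = median DMSO wells and 100% = median Neomycin B control wells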
# Target sequence (P05866 whole entry, looked up): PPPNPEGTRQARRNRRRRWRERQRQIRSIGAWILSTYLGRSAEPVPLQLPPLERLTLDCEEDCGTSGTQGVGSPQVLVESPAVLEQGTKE
#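 Probe or stimulus: fluorescein-Rev peptide as binding partner; assay system: Cy5-tagged RRE RNA duplex with fluorescein-tagged Rev peptide; timing: 5 min compound–RNA preincubation, then 15 min with peptide, 25 °C; medium: HEPES pH 7.5 buffer with KCl, MgCl2, NaCl and EDTA; signal: fluorescein-to-Cy5 FRET, 480 nm excitation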
# PLK1 kinase inh – human PLK1 kinase inhibitors, primary screen, biochemical, TR-FRET | Serine/threonine-protein kinase PLK1 (Homo sapiens), P53350 | recombinant PLK1 kinase, TR-FRET peptide phosphorylation | inhibition, % at 10 µM | 97,000 tested, 0.53% active;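 active = inhibition of 50% or more in the single-concentration screen; inactive = inhibition below 50%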;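 note: 0% = DMSO max control and 100% = H-89 dihydrochloride min control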
# * hit, by the source's call; nt = not tested or not shown; [ ] = dose if it differs, or a comment.
SMILES,ERa SRC1 pot,FAK blocker,Mac1 fbg enh,ERa coact inh,ERb coact inh,Mac1 fbg inh,PLK1 PBD inh,HIV Rev-RRE inh,PLK1 kinase inh
COc1ccc(NC(=O)CSc2[nH]c(=O)cc(C)c2C#N)cc1OC,100.0,-1.2,43.2,10.5,13.9,-5.3,-5.1,-0.1,-8.8
Cc1ccc(Cn2c(=O)c3ccccc3n3c(SCC(=O)N4CCCCC4C)nnc23)cc1 (stereo not drawn),96.8,nt,-2.8,-2.4,2.8,15.9,nt,nt,nt
CC(=O)c1cc(-c2ccccc2)n(CC(=O)N2CCN(C3CCCC3)CC2)c1C,94.0,1.5,2.6,-13.5,-4.0,-12.6,-16.4,3.2,-14.6
CCCn1c(SCc2ccc(Cl)cc2)nc2c1c(=O)[nH]c(=O)n2C,90.5[fluorescence artefact?],3.5,0.7,-2.2,-10.3,-18.1,-25.6,12.1,8.3
Cc1nc(-c2ccccn2)sc1C(=O)Nc1ccc(F)cc1,nt,1.6,nt,nt,nt,nt,16.8,6.8,-6.7
CC1(C)NC(=O)N(CC(O)COc2ccccc2C(=O)N2CCCCC2)C1=O (stereo not drawn),104.3,-2.4,0.0,-8.5,-3.4,-14.4,-20.1,6.0,-3.2
Cc1cc2ccccc2cc1CN1CCOCC1,98.3,-1.5,1.0,2.4,2.2,1.3,-1.1,5.6,0.0
CCOC(=O)CCP(=O)(O)C(O)c1ccc(OC)cc1 (stereo not drawn),126.4,-2.4,3.7,1.4,-4.4,30.4,12.9,3.1,-16.9
CCSc1nnc(NC(=O)c2c(-c3ccccc3Cl)noc2C)s1,109.3,-6.2,-2.3,-7.2,1.4,24.3,-5.0,4.8,-6.0
Cc1nn2c(N)csc2nc1=O,92.4,4.7,-1.7,-3.7,-4.9,-6.8,-14.2,20.5,-4.4
COC(=O)CCC(=O)Nc1cccc(Cl)c1,94.1,3.3,nt,-4.7,7.6,nt,-3.0,8.7,-9.9
CC1(C)SCC(C(=O)O)N1C=O (stereo not drawn),108.0,-0.4,1.0,14.8,38.3,-6.5,-9.4,4.2,-4.6
Cc1nc(C(=O)N(C)C)nn1-c1cc(Cl)ccc1Cl,nt,-6.7,-5.4,nt,nt,-0.4,10.0,2.0,3.8
S=c1[nH]ncn1/N=C/c1cccc(Oc2ccccc2)c1,74.0,-0.4,2.0,-2.3,8.3,2.4,-23.7,6.0,1.2
CCN1C(=O)N(C)C2(c3ccccc3)N(C)C(=O)N(C)C12c1ccccc1 (stereo not drawn),82.8,-1.8,-1.9,-7.6,6.5,4.7,-30.3,5.2,5.6
O=C(CSc1nc2ccccc2c(=O)[nH]1)NCc1ccc(Cl)cc1,100.8,-2.2,-2.4,9.5,-2.3,-2.1,-2.4,6.0,22.3
COc1ccc(C(=O)NC2CCN(C(=S)Nc3cc(C)ccc3C)CC2)cc1,nt,11.8,-0.9,nt,nt,-5.7,2.0,0.7,-15.4
CCOC(=O)c1[nH]c2cc3c(cc2c1NC(=O)CN1CCC(C)CC1)OCO3,nt,-7.1,nt,nt,nt,nt,6.9,0.1,-3.7
CSc1nc2ncc3c(n2n1)CC1c2ccccc2CCN1C3=O (stereo not drawn),nt,-0.3,-1.3,nt,nt,-3.8,-30.1,3.7,-9.1
CC1CCCC(C)N1C(=O)Cn1c(SCC(=O)NCc2ccc3c(c2)OCO3)nc2ccccc21 (stereo not drawn),119.0,-4.6,-3.1,-4.4,-11.2,-14.7,-4.0,0.5,-0.7
O=C(CN(Cc1ccc2c(c1)OCO2)C(=O)CNS(=O)(=O)c1ccccc1)NCc1ccco1,146.8,0.6,0.9,-9.4,1.2,-1.5,7.8,6.5,-10.2
CCS(=O)(=O)c1ccc2oc(SCC(=O)N3c4ccccc4CC3C)nc2c1 (stereo not drawn),98.0,-1.0,-1.9,14.0,-3.9,-9.0,-26.8,1.1,5.9
CC(=O)Nc1ccc(S(=O)(=O)c2c(N)n(CCN3CCOCC3)c3nc4ccccc4nc23)cc1,109.8,nt,-2.3,-6.4,-6.5,-7.4,nt,nt,nt
O=C(CCNS(=O)(=O)c1ccc(Br)s1)N1CCN(c2ccccc2)CC1,nt,0.1,nt,nt,nt,nt,-4.8,5.0,-16.0
CC(C)NS(=O)(=O)c1ccc(OCC(N)=O)c(Cl)c1,114.1,0.5,-4.1,-13.5,-12.7,0.7,3.3,10.5,-13.3
O=C(N1CCN(c2ccccc2)CC1)C(F)(F)C(F)(F)F,111.9,nt,-2.0,-6.0,-8.4,-4.6,nt,nt,nt
COc1ccc(-n2c(SCC(N)=O)nnc2-c2ccccc2F)cc1,nt,0.2,nt,nt,nt,nt,-7.1,4.2,-7.1
C=CCc1cccc(/C=N/n2c(C)nnc2C)c1O,95.7,-1.5,nt,3.6,-10.2,nt,20.2,13.5,5.2
Cc1cc(NC(=O)CCC(=O)N(CC(=O)NC2CCCC2)Cc2ccccc2Cl)no1,105.1,-5.2,-4.0,-3.0,-1.9,11.2,-3.5,3.5,-1.9
CCOC(=O)N1CCC(NC(=O)c2ccc3snnc3c2)CC1,106.5,nt,-3.9,-17.8,0.4[fluorescence artefact?],-5.0,nt,nt,nt
CCCc1cc(C(=O)O)c2ccccc2n1,105.5,0.0,-1.6,5.5[fluorescence artefact?],1.6[fluorescence artefact?],-35.5,2.5,3.5,1.7
N#Cc1nc(-c2cccc(Cl)c2)oc1NCc1cccnc1,94.8,6.6,-3.5,-10.7[fluorescence artefact?],0.2,7.2,-2.5,6.9,45.8
COc1ccccc1NC(=O)Cn1cnc2c1c(=O)n(C)c(=O)n2C,112.5[fluorescence artefact?],-5.3,-6.0,3.9[fluorescence artefact?],4.9[fluorescence artefact?],-2.5,11.2,4.4,2.6
COc1ccc(-c2c(C)nn3c(N4CCC5(CC4)OCCO5)cc(C)nc23)cc1OC,nt,-2.0,-1.4,nt,nt,-11.2,-19.9,5.7,-3.3
CCOCCCn1c(=N)c(C(=O)NCc2ccc3c(c2)OCO3)cc2c(=O)n3cccc(C)c3nc21,92.2[fluorescence artefact?],4.9,nt,30.1[fluorescence artefact?],29.0,nt,7.0,16.5,-3.6
COC(=O)c1ccc(C2/C(=C(/O)c3ccc(OC(C)C)cc3)C(=O)C(=O)N2c2cc(C)on2)cc1 (stereo not drawn),110.6,-0.7,-2.6,0.8,29.4[fluorescence artefact?],-4.8,0.1,-2.3,-41.8

# One compound at a time, from the list above. Screens in order: ERa SRC1 pot	FAK blocker	Mac1 fbg enh	ERa coact inh	ERb coact inh	Mac1 fbg inh	PLK1 PBD inh	HIV Rev-RRE inh	PLK1 kinase inh
# COC(=O)c1ccc(C2/C(=C(/O)c3ccc(OC(C)C)cc3)C(=O)C(=O)N2c2cc(C)on2)cc1 (stereo not drawn) in the list: 110.6	-0.7	-2.6	0.8	29.4[fluorescence artefact?]	-4.8	0.1	-2.3	-41.8
# CCOC(=O)N1CCC(NC(=O)c2ccc3snnc3c2)CC1 in the list: 106.5	nt	-3.9	-17.8	0.4[fluorescence artefact?]	-5.0	nt	nt	nt
# O=C(N1CCN(c2ccccc2)CC1)C(F)(F)C(F)(F)F in the list: 111.9	nt	-2.0	-6.0	-8.4	-4.6	nt	nt	nt

# More records.
SMILES,ERa SRC1 pot,FAK blocker,Mac1 fbg enh,ERa coact inh,ERb coact inh,Mac1 fbg inh,PLK1 PBD inh,HIV Rev-RRE inh,PLK1 kinase inh
CC(NC(=O)c1ccccc1Br)c1nnc(SCc2ccc([N+](=O)[O-])cc2)n1C (stereo not drawn),nt,-6.7,-4.8,nt,nt,8.1,-26.9,5.8,1.6
CCCSc1nc(C)c(-c2csc(C(C#N)=C3CCCC3)n2)cc1C#N,78.2[fluorescence artefact?],28.4*,-5.0,68.7*,48.7,31.3,21.0,12.4,-10.4
c1ccc(Cc2nnc3sc(-c4cccs4)nn23)cc1,81.4,-2.1,nt,-39.4,-35.7,nt,-5.6,0.7,-15.6
CC(c1ccccc1)n1cc(C(=O)NCc2ccccn2)nn1 (stereo not drawn),137.2,-2.4,-4.4,7.0,31.4,1.2,-23.5,11.0,-10.6
COc1cccc(OCCNC(=O)c2cccc(OC)c2)c1,98.8[fluorescence artefact?],-2.2,0.3,-22.7,-5.7,8.5,-8.0,4.0,-16.2
CCOC(=O)c1c[nH]c2c(Cl)ccc(Cl)c2c1=O,110.3,6.1,-3.1,4.9[fluorescence artefact?],-8.9[fluorescence artefact?],-8.5,6.5,6.4,-21.9
Cc1cccc(-n2c(O)c(C=NC3CCS(=O)(=O)C3)c3ccccc3c2=O)c1 (stereo not drawn),91.8,-6.5,-3.0,1.4,-11.6,21.0,-10.4,-9.0,-2.7
Cc1cc2cc(CCNC(=O)CC(C)(C)C)c(=O)[nH]c2cc1C,100.8[fluorescence artefact?],nt,0.9,13.7,8.5,-8.3,nt,nt,nt
COc1cc2c(cc1NC(=O)C1CCCO1)oc1ccccc12 (stereo not drawn),136.8,3.0,0.2,0.0,7.0,0.7,-4.1,13.2,0.5
Cc1ccc(NC(=O)CCn2nc(C)cc2C)c(C)c1,106.0,nt,-1.8,3.5,-8.2,-20.1,nt,nt,nt
Cc1nc(CS(=O)(=O)c2ccc(Cl)cc2)cc(Sc2ccc(Cl)cc2)n1,nt,3.1,3.1,nt,nt,11.0,8.8,10.4,-1.9

# Four entries already listed, ordered by the value under ERb coact inh, smallest number first:
SMILES,ERa SRC1 pot,FAK blocker,Mac1 fbg enh,ERa coact inh,ERb coact inh,Mac1 fbg inh,PLK1 PBD inh,HIV Rev-RRE inh,PLK1 kinase inh
Cc1cccc(-n2c(O)c(C=NC3CCS(=O)(=O)C3)c3ccccc3c2=O)c1 (stereo not drawn),91.8,-6.5,-3.0,1.4,-11.6,21.0,-10.4,-9.0,-2.7
Cc1ccc(NC(=O)CCn2nc(C)cc2C)c(C)c1,106.0,nt,-1.8,3.5,-8.2,-20.1,nt,nt,nt
COc1cc2c(cc1NC(=O)C1CCCO1)oc1ccccc12 (stereo not drawn),136.8,3.0,0.2,0.0,7.0,0.7,-4.1,13.2,0.5
CC(c1ccccc1)n1cc(C(=O)NCc2ccccn2)nn1 (stereo not drawn),137.2,-2.4,-4.4,7.0,31.4,1.2,-23.5,11.0,-10.6
